Scp1 inh: Scp-1 phosphatase inhibitors, primary screen, biochemical, colorimetric, uHTS; Carboxy-terminal domain RNA polymerase II polypeptide A small phosphatase 1 (Homo …; Recombinant Scp1, phosphopeptide, malachite green phosphate absorbance; inhibition, % at 20 µM; 340,000 compounds, 0.88% hits; AID 493091, 2011;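 active = inhibition above about 50% at 20 µM, limit read from the data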;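 note: plate controls were DMSO wells with enzyme for no effect and wells lacking enzyme for full effect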
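System: SCP-1 catalytic domain; Reagent: Phospho 17-mer peptide substrate; Doses: one concentration, 20 µM, with 1.0% DMSO; Incubation: 45 min room-temperature reaction, 5 min colour, 30 min stabiliser; Signal: Phosphate-binding colour reagent, absorbance read at 630 nm.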
SKN-1 inh: suppressors of acrylamide-induced Pgst-4::GFP reporter in worms, primary screen, SKN-1 inhibitor project, whole organism, uHTS, GFP/RFP fluorescence ratio, strain VP596. inhibition, % at 21.8 µM. 360,000 compounds, 0.49% hits. C. elegans VP596 Pgst-4::GFP/RFP ratio, 24 h;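 active = interference check ratio from 0.5 to 1.5 plus GFP to RFP signal ratio inhibition reaching or exceeding a fixed threshold, cut at about 30% in these data, passing the limit was not always enough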; note: some compounds called inactive have numbers as strong as hits
SUMO1-SIM PPI: modulators of SUMO1 protein-protein interactions, primary screen, biochemical, uHTS | Small ubiquitin-related modifier 1 (Homo sapiens), P63165 | SUMO1 binding to a labelled peptide, TR-FRET, 1 h | inhibition, % at 20 µM | 360,000 compounds, 0.33% hits | AID 602429, 2012; in the data active = inhibition above about 37%
LMPTP inh: LMPTP phosphatase inhibitors, primary screen, biochemical, fluorescence intensity, uHTS; Low molecular weight phosphotyrosine protein phosphatase (Homo sapiens), P24666; recombinant LMPTP-A, OMFP fluorogenic substrate; inhibition, % at 20 µM; 360,000 compounds, 0.22% hits; AID 651560, 2012;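 active = compounds that cut the enzyme signal by at least half of the control window in the single-dose screen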;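 note: plate controls were DMSO wells with enzyme plus substrate for no effect and substrate without enzyme for full effect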
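Test system – LMPTP-A phosphatase enzyme · Quantity – 0.625 nM LMPTP-A final · Reagent – OMFP substrate, 400 µM final · Dosing – one test concentration per compound, 20 µM, with 3% DMSO overall · Timing – 50 min enzyme reaction at room temperature, protected from light · Detection – fluorescence intensity · Controls – substrate-only low control, DMSO enzyme-plus-substrate high control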
MT1-MMP act inh: blockers of MT1-MMP proenzyme processing, primary screen, HT1080 RFP-PRO-GFP cells, GFP/RFP fluorescence | GFP/RFP ratio fluorescence, overnight; percent of plate control window, DMSO zero | GFP/RFP ratio change, % at 20 µM | 360,000 compounds, 0.061% hits | AID 651647, 2012;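 active = GFP/RFP ratio change of at least 30% with cell ATP level not reduced by more than half and red fluorescence within 50% of control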; note: strong numbers were not always called active
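Assay system: RFP-PRO-GFP reporter HT1080 cells; read-out basis: GFP/RFP fluorescence ratio; benchmarks: DMSO wells and RFP-L50D-GFP cells; doses: 20 µM single dose, 1% DMSO; schedule: overnight cell settling, then overnight compound exposure, 37 °C, 5% CO2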
CendR NRP1 mod: modulators of CendR peptide binding to NRP-1, primary screen, biochemical, fluorescence polarization, uHTS | FAM-RPARPAR peptide binding to NRP-1 | Neuropilin-1 (Homo sapiens), O14786 | 360,000 compounds, 0.85% hits | inhibition, % at 25 µM;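 active = inhibition or corrected inhibition above about 18%, plus a signal ratio from 0.5 to 1.5, limit read from the data, passing the limit was not always enough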; note: strong numbers were not always called active
NadD block: inhibitors of S. aureus NadD, primary screen, biochemical, colorimetric, uHTS; 360,000 compounds, 0.78% hits; purified NadD enzyme, colorimetric absorbance read-out; AID 602399, 2012; inhibition, % at 20 µM; Nicotinate-nucleotide adenylyltransferase NadD (Staphylococcus aureus N315); in the data active = inhibition above about 26%; note: some compounds past the cut are filed as inactive
DNMT1 inh: human DNMT1 methyltransferase inhibitors, primary screen, biochemical, molecular beacon, fluorescence, HinP1I cleavage, uHTS; AID 588458, 2011; 360,000 compounds, 0.83% hits; inhibition (reported as % activation of signal), % at 10 µM; DNA (cytosine-5)-methyltransferase 1 (Homo sapiens), P26358; in the data active = inhibition above about 50%
Target sequence (P26358 504-1616 limits assumed): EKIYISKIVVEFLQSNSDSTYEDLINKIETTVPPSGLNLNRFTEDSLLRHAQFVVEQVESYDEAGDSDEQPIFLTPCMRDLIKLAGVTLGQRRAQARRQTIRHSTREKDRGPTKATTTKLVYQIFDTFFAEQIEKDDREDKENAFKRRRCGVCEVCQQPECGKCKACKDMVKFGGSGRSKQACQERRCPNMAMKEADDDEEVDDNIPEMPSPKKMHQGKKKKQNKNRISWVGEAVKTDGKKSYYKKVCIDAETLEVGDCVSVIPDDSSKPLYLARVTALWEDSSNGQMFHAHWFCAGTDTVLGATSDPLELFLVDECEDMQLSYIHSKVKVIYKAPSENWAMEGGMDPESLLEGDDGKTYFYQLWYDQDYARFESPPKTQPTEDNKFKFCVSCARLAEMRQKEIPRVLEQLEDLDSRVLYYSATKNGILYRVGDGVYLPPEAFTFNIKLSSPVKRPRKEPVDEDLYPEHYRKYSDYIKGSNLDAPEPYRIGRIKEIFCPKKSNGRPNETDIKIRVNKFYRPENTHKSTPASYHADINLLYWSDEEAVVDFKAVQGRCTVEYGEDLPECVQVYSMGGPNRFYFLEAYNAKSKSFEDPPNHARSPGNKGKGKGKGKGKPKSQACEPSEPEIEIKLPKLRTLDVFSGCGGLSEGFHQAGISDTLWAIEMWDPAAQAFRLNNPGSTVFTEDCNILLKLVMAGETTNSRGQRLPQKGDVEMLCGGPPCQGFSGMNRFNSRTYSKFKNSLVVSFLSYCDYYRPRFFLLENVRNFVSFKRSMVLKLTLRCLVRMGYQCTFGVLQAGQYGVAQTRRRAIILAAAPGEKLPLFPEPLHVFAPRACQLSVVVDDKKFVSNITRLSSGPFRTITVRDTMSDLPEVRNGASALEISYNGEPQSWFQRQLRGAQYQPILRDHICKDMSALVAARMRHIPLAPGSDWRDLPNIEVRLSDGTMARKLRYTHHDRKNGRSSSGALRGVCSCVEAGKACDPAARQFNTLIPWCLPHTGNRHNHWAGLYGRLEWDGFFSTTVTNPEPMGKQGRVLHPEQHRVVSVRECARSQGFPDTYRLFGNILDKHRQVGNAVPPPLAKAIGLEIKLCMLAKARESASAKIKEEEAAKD
STEP block: STEP phosphatase inhibitors, primary screen, biochemical, fluorescence intensity, uHTS | recombinant STEP, OMFP fluorogenic substrate | 360,000 compounds, 0.25% hits | inhibition, % at 20 µM | Tyrosine-protein phosphatase non-receptor type 5 (Homo sapiens), P54829;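 active = inhibition at 20 µM, scaled per plate between control wells, above about 37%, limit read from the data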;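 note: 0% = DMSO with enzyme and substrate and 100% = substrate only without enzyme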
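material = STEP tyrosine phosphatase | reagent = fluorogenic phosphatase substrate OMFP at 25 µM final | doses = single compound dose of 20 µM, 1% DMSO final | schedule = 20 min reaction, room temperature, in the dark | measured by = fluorescence, 480/540 nm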
Rpn11 inh: Rpn11 (PSMD14) deubiquitinase inhibitors, primary screen, biochemical, fluorescence polarization, uHTS | 26S proteasome non-ATPase regulatory subunit 14 (Homo sapiens), O00487 | human 26S proteasome, Ub4-pepOG fluorescence polarization; 20S core pre-blocked with epoxomicin | calls only at 20 µM | 360,000 compounds, 0.59% hits | AID 588493, 2011;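 active = inhibition at 20 µM, scaled to each plate's controls, above about 33%, limit read from the data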
* = called active by the depositor; i = inactive; x = not tested or not shown; + = active, no number. Not a hit list; any-hit rate near 3.9%.

#	Compound	LMPTP inh	CendR NRP1 mod	DNMT1 inh	NadD block	Rpn11 inh	SKN-1 inh	STEP block	SUMO1-SIM PPI	Scp1 inh	MT1-MMP act inh
1	Cc1cccc2nc(CSc3nc4[nH]ncc4c(=O)n3-c3ccccc3Cl)cc(=O)n12	-0.8	-9	-7	4	i	1	-1	-21	-7	-14
2	C=CCn1c(N2CCOCC2)nc2c1c(=O)[nH]c(=O)n2C	-0.7	-2	-2	1	i	5	-2	-1	-1	6
3	O=C(CN1C(=O)C2CCCCC2C1=O)N1CCN(c2ccc(F)cc2)CC1 (stereo not given)	-0.9	9	2	-1	i	8	-4	-3	-5	0
4	COC(=O)C(CC(C)C)NC(=O)c1cccs1 (stereo not given)	-1.3	0	2	1	i	-5	-3	-6	2	3
5	CO/N=C/c1ccc(Sc2ccc(C)cc2)c([N+](=O)[O-])c1	2.9	-7	-2	5	i	5	2	-9	-10	1
6	O=C1CCC(C(=O)N(CCO)Cc2ccccc2)CN1CC1CCCCC1 (stereo not given)	-0.6	-2	0	-2	i	12	0	4	-5	-3
7	COc1cccc(Nc2nnc(SCC(=O)N3CCOCC3)s2)c1	-0.4	0	0	-1	i	5	1	12	-4	2
8	CC1CCCCN1C/C=C/c1ccccc1[N+](=O)[O-] (stereo not given)	-1.5	11	2	-5	i	4	4	-8	-6	2
9	CNC(=O)CSc1ncnc2c1cnn2-c1ccccc1	-0.7	11	2	-2	i	-10	-2	0	-7	-5
10	COc1ccc(C(=O)CC(=O)C(=O)Nc2ccc(C)cc2Cl)cc1	0.8	-8	3	6	i	3	1	-2	-15	1
11	COc1ccc(S(=O)(=O)NCC(=O)N(CC(=O)NCC2CCCO2)Cc2ccccc2)cc1 (stereo not given)	-1.0	2	2	-1	i	-13	-1	4	-5	-2
12	O=C(CSc1cccc[n+]1[O-])Nc1ccc2c(c1)OCCO2	0.1	8	-6	2	i	-2	-1	2	-6	1
13	Cc1cnc(NS(=O)(=O)c2ccccc2)c(Br)c1	-1.0	11	-2	-3	i	5	1	6	-4	-3
14	CCN(CC(=O)Nc1ccc2c(c1)OCCO2)CC(=O)Nc1ccc2c(c1)OCO2	-1.4	-7	1	-4	i	-2	-4	2	-9	-3
15	CC1=CC(=C(C#N)C#N)c2ccccc2N1C	0.5	-128	13	5	+	-27	1	-8	-7	-7
16	CCOC(=O)C1=C(C)NC2=C(C(=O)C(C(=O)OCC)C(c3ccc(OC)cc3)C2)C1c1ccccn1 (stereo not given)	0.1	-1	-2	4	i	-9	1	-11	-5	2
17	CC(=O)c1ccc(NC(=O)CSc2ccc(-c3ccco3)nn2)cc1	15	-13	4	1	i	1	0	20	19	1
18	Cc1ccnc(N2CCCC(C(=O)Nc3ccc(C)c(C)c3)C2)n1 (stereo not given)	-0.4	4	-1	-3	i	-10	0	0	-8	-2
19	CC(=O)c1c(C)[nH]c(C(=O)COC(=O)Cc2ccccc2F)c1C	-0.4	1	0	-3	i	4	-2	1	0	-1
20	CCc1nc2ccc(C(=O)N(C)Cc3ccccc3)cn2c1N(CC)Cc1cccc(Br)c1	-0.1	-3	-6	6	i	10	2	8	x	-5
21	CC12CCC(c3c(C(=O)O)nn(-c4ccccc4)c31)C2(C)C (stereo not given)	-2.2	3	2	8	i	-4	-2	-2	19	6
22	O=C(C[C@H]1C/C=C\C[C@@H](Cc2ccc(F)cc2)C(=O)OC[C@H]2CCCN2C1=O)N[C@H](CO)Cc1ccccc1	2.4	-7	4	-4	i	1	-1	1	1	5
23	Cc1nc2nc(SCC(=O)NCCCN3CCCCCC3)nn2c(C)c1Cc1ccccc1Cl	9.4	-5	0	19	i	20	-2	-34	-7	-5
24	Cc1ccccc1S(=O)(=O)N(C)C[C@H]1OCc2cnnn2CCCC(=O)N([C@@H](C)CO)C[C@H]1C	-1.7	2	3	-4	i	16	-1	5	x	1

Some of these compounds in order of molecular weight, ascending:
#	Compound	LMPTP inh	CendR NRP1 mod	DNMT1 inh	NadD block	Rpn11 inh	SKN-1 inh	STEP block	SUMO1-SIM PPI	Scp1 inh	MT1-MMP act inh
18	Cc1ccnc(N2CCCC(C(=O)Nc3ccc(C)c(C)c3)C2)n1 (stereo not given)	-0.4	4	-1	-3	i	-10	0	0	-8	-2
19	CC(=O)c1c(C)[nH]c(C(=O)COC(=O)Cc2ccccc2F)c1C	-0.4	1	0	-3	i	4	-2	1	0	-1
23	Cc1nc2nc(SCC(=O)NCCCN3CCCCCC3)nn2c(C)c1Cc1ccccc1Cl	9.4	-5	0	19	i	20	-2	-34	-7	-5

(further entries)
#	Compound	LMPTP inh	CendR NRP1 mod	DNMT1 inh	NadD block	Rpn11 inh	SKN-1 inh	STEP block	SUMO1-SIM PPI	Scp1 inh	MT1-MMP act inh
25	Cc1onc(-c2ccccc2)c1C(=O)NC1CC1	-0.8	11	4	-2	i	6	2	3	4	-4
26	Nc1ncnc2c1ncn2[C@@H]1O[C@H](C(=O)N[C@H]2c3ccccc3C[C@H]2OC=O)[C@@H](O)[C@H]1O	-0.1	9	3	0	i	-2	0	1	x	-1
27	COC(=O)[C@@]12CCCN1[C@H](c1ccc(SC3CCCCC3)cc1)[C@H]1C(=O)N(C)C(=O)[C@H]12	-0.5	7	-4	-2	i	2	4	5	-4	10
28	COc1cc(/C=N/NC(N)=S)ccc1OCC(=O)N1CCOCC1	-1.0	-2	0	4	i	2	-2	-9	-2	2
29	COc1ccc(OCC(=O)Nc2c3c(nn2C(C)(C)C)CSC3)cc1	1.1	-6	-2	16	i	-3	1	0	-7	-8
30	C[C@H]1CCC[C@]2(O[C@H](CCO)C[C@H](O)[C@H]2O)O1	-1.9	29*	3	-5	i	-4	-1	8	-5	-3
31	CCN(CC)CCCNC(=O)CNC(=O)c1nn(-c2ccc(OC)cc2OC)c(=O)c2ccccc12	-1.5	-12	2	-7	i	7	-1	-2	x	-3
32	CN(C)CC1CCCCC1C1(O)c2ccccc2CSc2sccc21 (stereo not given)	-0.8	-9	1	-4	i	-1	1	-2	1	-8
33	Cc1ccc(S(=O)(=O)/N=C/c2cc(Br)ccc2O)cc1	-2.2	0	-1	-22	i	-16	0	0	6	1
34	CCN(CC)S(=O)(=O)c1cccc(C(=O)NNC(=O)c2ccc3[nH]c(=O)c(=O)[nH]c3c2)c1	-0.4	2	-1	-2	i	-2	1	6	-9	1
35	CCN1CCN(S(=O)(=O)c2ccc(Cl)c(C(=O)N(C)Cc3ccccc3)c2)CC1	-0.5	-4	0	-9	i	-6	-3	8	1	-1
36	COc1ccc(CN2CCN(CCSc3ccc(C)cc3)CC2)c(OC)c1OC	-1.5	6	2	-6	i	1	0	1	-2	1
37	CN(CCc1ccccn1)C(=O)CCC1CCCN(C(=O)c2c3c(nn2C)CCCC3)C1 (stereo not given)	-1.4	0	1	9	i	5	-1	0	-4	1
38	O=c1c2ccccc2ncn1-c1ccc(Cl)cc1Cl	-1.2	-4	3	4	i	35*	2	4	-11	-3
39	O=S(=O)(c1ccc2c(c1)OCCO2)N1CCN(c2nc3ccccc3s2)CC1	3.7	2	-6	8	i	-3	2	1	8	1
40	OCC1(CCCc2ccccc2)CCN(Cc2cc(F)ccc2F)CC1	-0.6	-3	4	0	i	-2	-2	0	-3	2
41	Cc1cccc(C)c1NC(=O)CN(C)CC(=O)Nc1ccccc1Br	0.0	-20	1	11	i	-10	-5	1	-7	4
42	COc1ccccc1-c1cnc(C(O)c2ccc(SC)cc2)[nH]1 (stereo not given)	-0.2	2	-4	-6	i	4	2	2	x	0
43	O=c1oc2ccc(Cl)cc2nc1/C=C(\O)c1cccs1	-0.4	-90	3	-2	i	-9	-8	-8	-7	3
44	COc1ccc2sc(NCc3ccccc3)nc2c1	0.4	0	-3	4	i	9	-1	0	-7	-2
45	CCn1c(=N)n(CC(O)c2ccccc2)c2ccccc21 (stereo not given)	0.7	-2	3	2	i	2	10	1	-1	-2
46	Cn1ccnc1SCC(=O)Nc1cccc([N+](=O)[O-])c1	-0.4	4	-2	-4	i	-3	-6	-15	-1	6
47	Cc1ccccc1CNCCCSc1ncccn1	-3.4	-4	0	-6	i	7	1	-11	-12	-8
48	COc1ccc(N2C(=O)CC(NC3CCCCNC3=O)C2=O)cc1 (stereo not given)	1.4	6	2	2	i	-2	2	-4	-7	1
49	CCOC(=O)C(C)Sc1nnc2c3ccccc3n(C)c2n1 (stereo not given)	-2.1	2	2	4	i	-4	2	-20	-5	-2
50	COc1ccc(S(=O)(=O)NNC(=O)c2sccc2-n2cccc2)cc1	1.0	5	-2	-2	i	6	0	4	-3	8
51	Cc1ccc(C)c(OCCC(=O)Nc2ccc3c(c2)OCO3)c1	1.2	14	-6	-1	i	-16	-1	3	-10	2
52	O=C1CCCC/C1=C\Nc1ccccc1C(=O)O	3.1	-27	1	8	i	1	3	10	1	-7
53	COc1cc(CNCc2cccnc2)ccc1OCc1ccccc1	-0.8	-6	-1	1	i	10	-6	1	-5	0
54	O=C(Nc1c(C(=O)Nc2cccc3ccccc23)cnn1-c1ccccc1)c1ccco1	-0.8	9	-2	0	i	-2	0	-4	-13	2
55	CC(NC(=O)c1cc2c(cc1Cl)N1CCCCCC1=NS2(=O)=O)c1ccc(S(N)(=O)=O)cc1 (stereo not given)	-0.4	1	0	0	i	3	1	-1	3	2
56	COc1cccc(-c2ocnc2C(=O)Nc2ccc3c(c2)CCC3)c1	2.5	2	0	-6	i	16	1	0	-12	0
57	O=C(CCC(=O)N1CCN(c2ccc(F)cc2)CC1)c1ccccc1	-0.9	14	1	-2	i	19	0	-2	-3	-2
58	CCOc1ccc(CN(C)C(=O)CNC(=O)c2ccc3ccccc3c2)cc1OC	-0.6	5	1	-4	i	-6	2	-12	-5	-1
59	O=C(NCc1nnc(SCC(=O)N2CCCC2)o1)c1c(F)cccc1Cl	-0.2	-3	1	-4	i	17	-3	0	-1	-2

Screening data deposited in PubChem BioAssay by Sanford-Burnham Center for Chemical Genomics.
